Siah-1 displacement = blockers of Siah-1 interaction with plectin peptide – biochemical, fluorescence polarization, rhodamine-plectin, uHTS, primary screen (AID 1817); Siah-1 / rhodamine-plectin peptide fluorescence polarization; higher % means a stronger effect; displacement, % at 20 µM, or IC50 in µM where a hit was titrated; 290,000 compounds, 0.02% hits;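 active = displacement of at least 50% at 20 µM, with a fluorescence ratio check between 0.3 and a set limit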;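 also: plate controls were Siah plus tracer with DMSO for no effect and tracer alone without Siah for full effect; strong numbers were not always called active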
NTR1 agonist = agonists of NTR1, primary screen, imaging, U2OS cells, beta-arrestin-GFP, high content (AID 493036) | 330,000 compounds, 0.17% hits | P30989 | activation, % at 20 µM | NTR1-U2OS beta-arrestin-GFP spot imaging, agonist mode;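 active = activation at or above 40% of the spot to cytoplasm intensity ratio, with at least 20 cells analyzed; inconclusive = wells under 20 cells, flagged as cytotoxic or low count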;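 also: 0% = DMSO without peptide and 100% = 100 nM NTR1 peptide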
Target sequence (P30989 whole entry, looked up): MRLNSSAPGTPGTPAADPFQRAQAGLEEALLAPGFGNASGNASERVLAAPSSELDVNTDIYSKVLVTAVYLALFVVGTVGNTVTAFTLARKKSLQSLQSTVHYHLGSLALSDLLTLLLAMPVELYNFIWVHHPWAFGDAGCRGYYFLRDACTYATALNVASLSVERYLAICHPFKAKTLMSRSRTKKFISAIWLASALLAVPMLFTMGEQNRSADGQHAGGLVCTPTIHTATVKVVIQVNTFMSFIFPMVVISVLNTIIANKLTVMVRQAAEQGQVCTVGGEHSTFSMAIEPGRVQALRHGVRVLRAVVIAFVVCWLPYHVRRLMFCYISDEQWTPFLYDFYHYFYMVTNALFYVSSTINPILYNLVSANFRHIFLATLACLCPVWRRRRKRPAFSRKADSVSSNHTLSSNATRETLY
K1F lysis inhibition = inhibition of K1F phage lysis, E. coli UTI89, bacterial capsule biogenesis inhibitors, alamar blue (AID 488966) | E. coli UTI89 K1F phage lysis, alamar blue, 2 h; higher % means a stronger effect | one-dose inhibition, % at 100 µM; IC50 in µM for titrated hits | 340,000 compounds, 0.02% hits;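 active = phage lysis inhibition, versus mean bacterial control, above a set limit; inconclusive = no clear call, values can overlap the other calls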;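 also: capsule biogenesis inhibitors block K1F phage lysis so surviving cells raise fluorescence; higher fluorescence means more inhibition of phage lysis; actives were called in the ten point dose series up to 300 µM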
GPR55 antagonists = inhibition of LPI-stimulated GPR55 beta-arrestin translocation – imaging, U2OS, beta-arrestin-GFP, LPI agonist, primary screen (AID 2013) | U2OS GPR55 beta-arrestin-GFP translocation imaging, LPI antagonism; higher % means a stronger effect | one-dose inhibition, % at 10 µM; IC50 in µM for titrated hits | 290,000 compounds, 0.13% hits;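 active = spots per cell inhibited over 60%, with over 100 cells counted and total cytoplasm intensity under 500,000; inconclusive = wells with under 100 cells, flagged as likely toxic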;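 also: U2OS cells stably carrying GPR55 and arrestin-GFP stimulated by 5 µM LPI near EC80; imaged beta-arrestin-GFP aggregate spots per cell after agonist stimulation; plate controls were LPI-stimulated DMSO wells for no effect and DMSO wells without LPI for full effect; some results filed as inactive read as strong as hits; confirmed hits need IC50 under 10 µM and bright autofluorescent wells are also inconclusive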
AID2073 = disruptors of CaV2.2 binding to Mint1 – biochemical, HTRF (AID 2073). 290,000 compounds, 0.19% hits. HTRF protein-protein interaction, Mint1-CaV2.2; higher % means a stronger effect. inhibition, % at 20 µM; hits with a dose series show IC50 in µM; in the data active = inhibition mostly above about 51%, no sharp cut-off; inconclusive = no clear call, values can overlap the other calls; inactive = mostly below about 53%; also: some results filed as inactive read as strong as hits
GPR35 antagonists = GPR35 antagonists blocking zaprinast-driven arrestin recruitment, primary screen, imaging, U2OS, beta-arrestin-GFP, zaprinast agonist (AID 2058); one-dose inhibition, % at 10 µM; IC50 in µM for titrated hits; U2OS GPR35 beta-arrestin-GFP translocation imaging, zaprinast antagonism; higher % means a stronger effect; 290,000 compounds, 0.052% hits;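 active = inhibition of at least 50% with at least 30 cells and total cytoplasm GFP at most 10,000,000; inconclusive = under 30 cells or total GFP of 10,000,000 plus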
HIV peptide binding = inhibitors of HIV fusion peptide binding, primary screen, biochemical, uHTS, fluorescence dequenching (AID 1986); cell-free peptide binding, fluorescence dequenching, 30 min; higher % means a stronger effect; inhibition, % at 20 µM, or IC50 in µM where a hit was titrated; 290,000 compounds, 0.3% hits; in the data active = inhibition mostly above about 52%, no sharp cut-off; inactive = mostly below about 76%; also: some results filed as inactive read as strong as hits
Dengue-2 NS5 capping = Dengue-2 NS5 methyltransferase inhibitors, primary screen, biochemical, confirmation dose response (AID 588689); Dengue-2 NS5 methyltransferase capping enzyme assay, biochemical; higher % means a stronger effect; one-dose inhibition, % at 25 µM; IC50 in µM for titrated hits; 340,000 compounds, 0.3% hits; in the data active = a potency from the dose series; inconclusive = inhibition above about 29% without an active follow-up result
GPR55 beta-arrestin = selective activators of receptor GPR55 – imaging, U2OS cells, beta-arrestin-GFP redistribution, primary screen (AID 1961); U2OS GPR55 beta-arrestin-GFP redistribution imaging; higher % means a stronger effect; one-dose activation, % at 10 µM; EC50 in µM for titrated hits; 290,000 compounds, 0.048% hits;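 active = activation above 40% with more than 50 cells counted in the well; inconclusive = wells holding fewer than 50 cells, flagged as toxic or sparse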;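 also: U2OS osteosarcoma cells stably expressing GPR55 and beta-arrestin-GFP; plate controls were DMSO negative control for no effect and LPI positive control for full effect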
NTR1 agonist cell count 20 µM = further read-out of NTR1 agonist, marked with its call; cell count; measured here: cell count, cytotoxicity flag
* marks the source's active call; other numbers are inactive results; ? = inconclusive; · = no result given; & = joins results of further samples; [ ] = remark or other dose.

SMILES	Siah-1 displacement	NTR1 agonist	NTR1 agonist cell count 20 µM	K1F lysis inhibition	GPR55 antagonists	AID2073	GPR35 antagonists	HIV peptide binding	Dengue-2 NS5 capping	GPR55 beta-arrestin
COc1ccccc1NC(=O)Cc1nnc(SCC(=O)c2ccccc2)n1C	-4%	0.2	60	-0.2%	-2%	7%	1%	-0.6%	-7%	-0.2%
CSc1nc2nccc(-c3ccc(Cl)cc3)n2n1	22%	-0.9	42	4.1%	12%	-1%	-6%	-2.7%	1%	-0.2%
CCN(CC)CCCn1c(=S)[nH]c2cc(OC)c(OC)cc2c1=O	0%	-0.5	80	-0.1%	3%	-33%	-7%	-0.9%	0%	-0.1%
O=C1CN(C(=O)COc2ccc(Br)cc2)c2ccccc2N1	-3%	0.2	51	0.1%	-3%	1%	-4%	-0.2%	-8%	-0.3%
CCCn1nnnc1COc1ccc(C(N)=O)cc1	5%	2.6	74	0.2%	25%	4%	2%	1.2%	-1%	-0.1%
O=C(Nc1ccc(F)cc1F)c1ccccc1NC(=O)C1CC=CCC1C(=O)O (stereo unspecified)	9%	-0.1	73	0.2%	-4%	6%	-9%	-1.5%	-8%	-0.2%
C=C(C)COc1ccc(-c2nc(N)ncc2-c2ccc(OC)cc2)c(O)c1	0%	·	·	·	40%	2%	-26%	-2.7%	·	-0.1%
CN(C)c1ccc(N=Nc2ccc(S(=O)(=O)O)cc2)c2ccccc12	4%	-0.2	89	0.7%	5%	-26%	-1%	46%	46µM*	0.2%
CCC(=O)Nc1cccc(NC(=S)NC(=O)c2ccccc2)c1	4%	0.2	52	2.3%	7%	-10%	-11%	2.0%	0%	0.1%
O=C(NCCCn1ccnc1)c1cc(S(=O)(=O)N2CCOCC2)c(Cl)cc1Cl	-1%	-2.8	77	1.4%	4%	-3%	10%	-1.9%	-2%	0.0%
Cc1nc(-c2ccc(S(=O)(=O)Nc3ccc(Br)cc3Cl)s2)cs1	-1%	-0.4	57	-2.1%	-11%	14%	-8%	30%	6%	0.4%
Cc1cc(=O)n2c3c(sc2n1)C(=O)N(Cc1ccccc1)C3=O	0%	0.5	55	·	8%	-9%	0%	2.0%	·	0.2%
Cc1cccc(NC(=O)COc2ccc(-c3nn(C)c(=O)c4ccccc34)cc2)c1	1%	-1.5	49	0.8%	-1%	-5%	-7%	1.8%	-9%	-0.3%
COC(=O)c1c(N2C(=O)Nc3ccccc3N2O)sc(C)c1C	12%	1.9	77	0.0%	8%	6%	-4%	2.0%	-8%	-0.4%
Cc1ccc(S(=O)(=O)c2nc(-c3ccco3)oc2SC(C)C)cc1	9%	1.5	45	-0.5%	1%	12%	12%	5.9%	-4%	0.9%
c1ccc(Nc2nc(-c3ccccc3)nc3ccccc23)cc1	4%	19	45	-0.7%	14%	19%	3%	2.6%	-5%	0.1%
Cn1ccnc1SCC(=O)N1CCN(S(=O)(=O)c2ccccc2)CC1	9%	1.3	45	-0.2%	10%	-4%	2%	-0.9%	9%	0.0%
Cc1cccc(C)c1OCC(=O)Nc1ccc2c(c1)OCCO2	-2%	-0.3	58	0.1%	-4%	-5%	13%	0.5%	-1%	29%
COc1ccc(C2c3c(ncn(CCCN4CCOCC4)c3=N)Oc3ccc4ccccc4c32)cc1OC (stereo unspecified)	8%	6.4	33	1.6%	-7%	6%	4%	1.3%	0%	0.0%
Cc1ccc(-n2cc(CNCCN3CCOC3=O)c(-c3cccc(C)c3)n2)cc1	-13%	1.1	77	-0.1%	-14%	7%	-2%	-0.4%	18%	0.2%
CC1SC(=NC(=O)C(C)N2C(=O)c3ccccc3C2=O)NC1=O (stereo unspecified)	2%	-0.8	34	-0.3%	3%	-28%	2%	4.6%	-9%	-0.3%
COc1ccc(CCNC(=O)Nc2ccc([N+](=O)[O-])cc2)cc1OC	-4%	-0.2	89	-0.2%	5%	5%	2%	0.5%	-10%	0.7%
CCn1c(NC(=O)c2ccccc2)nc2ccccc21	2%	-0.9	52	·	-4%	11%	-2%	-1.6%	·	-0.1%
Cc1ccc(/C=C(\NC(=O)c2ccc(C)cc2)C(=O)NCCCn2ccnc2)cc1	-2%	-1.0	35	2.1%	11%	-4%	-1%	-0.5%	5%	-0.1%
COC(=O)/C=C1\S/C(=N/N=C/c2ccc(Cl)cc2)NC1=O	-1%	-0.4	57	0.7%	0%	?	5%	6.3%	-5%	-0.2%
CCCNC(=O)N1CCC(n2nccc2NC(=O)CCOc2ccccc2)CC1	-2%	0.5	67	1.9%[50 µM]	-39%	7%	6%	0.3%	-5%	-0.2%
CCN(CC(=O)NCc1ccc(Cl)cc1)C(=O)COc1ccc(C)cc1C	-5%	0.4	69	-0.2%	1%	-1%	3%	-1.3%	-1%	-0.2%
COc1cccc(CNC(=O)CC2C(=O)NCCN2Cc2ccoc2)c1OC (stereo unspecified)	10%	0.2	47	0.5%	0%	-11%	10%	0.3%	·	-0.1%
O=C1C(=O)N(c2ccc(O)cc2)C(c2ccccc2[N+](=O)[O-])/C1=C(\O)c1ccccc1 (stereo unspecified)	21%	4.1	58	0.3%	-8%	-2%	8%	-0.2%	-8%	1.8%
O=C(CCS(=O)(=O)c1ccccc1)Nc1nc2c(s1)COc1ccccc1-2	6%	0.0	65	2.8%	18%	9%	-12%	0.8%	-3%	-0.1%

Of the compounds above, these have a nitro group on carbon:
SMILES	Siah-1 displacement	NTR1 agonist	NTR1 agonist cell count 20 µM	K1F lysis inhibition	GPR55 antagonists	AID2073	GPR35 antagonists	HIV peptide binding	Dengue-2 NS5 capping	GPR55 beta-arrestin
COc1ccc(CCNC(=O)Nc2ccc([N+](=O)[O-])cc2)cc1OC	-4%	-0.2	89	-0.2%	5%	5%	2%	0.5%	-10%	0.7%
O=C1C(=O)N(c2ccc(O)cc2)C(c2ccccc2[N+](=O)[O-])/C1=C(\O)c1ccccc1 (stereo unspecified)	21%	4.1	58	0.3%	-8%	-2%	8%	-0.2%	-8%	1.8%

Further records.
SMILES	Siah-1 displacement	NTR1 agonist	NTR1 agonist cell count 20 µM	K1F lysis inhibition	GPR55 antagonists	AID2073	GPR35 antagonists	HIV peptide binding	Dengue-2 NS5 capping	GPR55 beta-arrestin
CCN(CC)S(=O)(=O)c1ccc(N2CCOCC2)c(NC(=O)c2ccc(NC(C)=O)cc2)c1	2%	-0.7	68	-0.1%	0%	36%	3%	-0.7%	0%	0.0%
COc1cccc(-c2nnc(SCc3ccc(C#N)cc3)n2Cc2ccco2)c1	2%	-0.3	70	-0.2%	17%	-12%	10%	0.6%	-15%	-0.2%
CCOc1ccc(CCNC(=O)c2[nH]c(C)c(C(C)=O)c2CC)cc1OCC	0%	-0.6	77	-0.4%	28%	9%	-11%	-0.7%	-6%	0.5%
N#Cc1ccc(N=c2ssnc2Cl)cc1	6%	0.5&-0.2	62&70	-17%&-0.3%	13%	44%	-5%	-0.4%	-4%&-21%	-0.2%
COc1ccccc1-c1nnc(SCC(=O)N2CC(C)CC(C)C2)o1 (stereo unspecified)	-5%	2.3	68	0.3%	-6%	0%	-13%	-2.4%	-1%	-0.1%
CN(C)c1ccc(C(=O)c2ccc(N(C)C)c(N)c2)cc1N	1%	-0.1	82	0.4%	2%	-2%	7%	-3.0%	-3%	0.3%
CCc1ccc(C2CC(=O)NC(SCC(=O)OC(C)C)=C2C#N)cc1 (stereo unspecified)	0%	2.5	77	1.1%	-9%	0%	-21%	-0.9%	-1%	0.3%
O=c1[nH]c(SCc2nc3ccccc3c(=O)n2-c2ccccc2C(F)(F)F)nc2ccccc12	9%	1.9	55	0.3%	7%	5%	-1%	6.6%	3%	-0.1%
O=C(Nc1cccnc1)C1CCN(S(=O)(=O)c2cccc3nonc23)CC1	2%	-0.6	41	1.5%	7%	0%	6%	-1.2%	-4%	-0.1%
CCCCOc1ccc(C(=O)O)cc1	-4%	1.3	32	0.9%	2%	-1%	3%	2.1%	1%	0.2%
CS(=O)(=O)N1N=C(c2cccs2)CC1c1ccc(Cl)o1 (stereo unspecified)	2%	-1.4	86	0.5%	2%	-3%	0%	-1.2%	-8%	0.0%
COC(=O)c1ccc(CS(=O)(=O)c2ccc(C)cc2)cc1	3%	2.1	93	2.1%	1%	0%	-6%	-0.6%	?	-0.1%
O=C(CNCC1CCCO1)Nc1ccc([N+](=O)[O-])cc1C(=O)Nc1ccccc1F (stereo unspecified)	8%	6.8	44	0.2%	12%	-6%	8%	-1.8%	2%	0.2%
CC(C)(C)n1nc2c(c1NC(=O)COc1ccc(Cl)cc1)CS(=O)(=O)C2	0%	0.7	67	0.0%	13%	2%	1%	1.7%	1%	-1.0%
ON=C1CCN(c2ncc(C(F)(F)F)cc2Cl)CC1	0%	1.0	67	0.1%	-5%	-2%	-1%	0.8%	1%	0.0%
N#Cc1c(-c2ccc(Cl)cc2)c(C#N)c(=O)n(N)c1N	0%	-0.4	33	1.9%	4%	7%	-4%	-0.7%	1%	-0.2%
NCCCCCc1nnc(SCc2cccc(Cl)c2)o1	2%	1.2	92	-0.1%	6%	-8%	-13%	1.0%	-2%	0.3%
O=C(c1ccccc1SCc1ccccc1)N1CCCCCC1	2%	0.0	82	0.2%	9%	-8%	10%	-0.5%	-1%	-0.1%
CCc1ccc(NC(=O)CS(=O)CC(=O)N2CCN(c3ccccc3F)CC2)cc1 (stereo unspecified)	3%	-0.3	62	0.2%	7%	4%	6%	0.5%	0%	-0.1%
CC(=O)NC(=S)Nc1ccc2oc(=O)ccc2c1	0%	-1.3	55	0.7%	7%	-14%	16%	-0.4%	2%	-0.1%
COc1ccc(CCN(C)C(=O)c2cc(-c3ccccc3)nc3ccccc23)cc1OC	3%	0.7	58	-0.2%	1%	3%	10%	-0.5%	6%	0.0%
Cc1ccc(N(C(=O)C2CCCC2)C2C=CS(=O)(=O)C2)cc1 (stereo unspecified)	2%	0.8	62	0.4%	9%	-4%	-6%	-0.9%	-1%	-0.2%

The order is random; any-hit rate near 1.2%.
